Shiga inhibitor – A qHTS for Small Molecule Inhibitors of Shiga Toxin; Vero cells, Shiga toxin protein synthesis inhibition reporter; inhibition, % at 38.7 µM; 9.2% of 290,000 active; AID 2315, 2010; in the data active = inhibition mostly above about 28%, no sharp cut-off; inactive = mostly below about 43%; also: 0% is about no effect
HCV inhibitor – qHTS Assay for Inhibitors of Hepatitis C Virus (HCV); Huh7.5.1 HCVcc-Cre infection, luciferase reporter, 44 h; Potency, µM (titrated, usually from 41.8 µM), inactives show at the highest dose activity change, negative = inhibition, actives largely listed as inhibitors; 3.4% of 340,000 active; AID 651820, 2012; also: potency is read from the fitted curve at half-maximal effect; % is scaled to controls: 0 for no effect and ±100 for the full control effect
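After 44 h co-culture of compound, cells and HCVcc-Cre (~0.5 moi), substrate is added for 15 min at room temperature and luciferase measured over 15 sec. Cells were seeded at 1,000/well and pre-cultured 4 h.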
Pf growth 48h – Primary qHTS for delayed death inhibitors of the malarial parasite plastid, 48 hour incubation. 5.9% of 310,000 active. P. falciparum luciferase growth in erythrocytes, 48 h. Potency, µM (highest dose often 28.7 µM), for the others: at the top dose activity change, negative = inhibition, usual class: inhibitors; also: potency is read from the fitted curve at half-maximal effect; % is scaled to controls: 0 for no effect and ±100 for the full control effect
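Read-out is firefly luciferase luminescence from an integrated reporter in P. falciparum, so falling signal marks reduced parasite growth. Infected erythrocytes were at 2% hematocrit and 0.1% parasitemia (final) in Albumax-supplemented RPMI 1640.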
CHX counter – Cycloheximide Counterscreen for Small Molecule Inhibitors of Shiga Toxin | cell reporter, cycloheximide protein synthesis inhibition counterscreen | max response, % | 12% of 300,000 active | AID 2314, 2010; in the data active = max response mostly above about 13%, no sharp cut-off; inactive = mostly below about 14%; also: read at 38.3 µM for the half of the compounds with a filed dose; 0% is about no effect
LmPK inh – qHTS Assay for Inhibitors of Leishmania Mexicana Pyruvate Kinase (LmPK). Q27686. purified LmPK, Kinase-Glo ATP luminescence, 1 h. Potency, µM (top dose mostly 57.5 µM), without a hit: at the highest dose activity change, negative = inhibition, usual class: inhibitors. 0.37% of 290,000 active; also: potency is read from the fitted curve at half-maximal effect; % is scaled to controls: 0 for no effect and ±100 for the full control effect
Target sequence (Q27686 whole entry, looked up): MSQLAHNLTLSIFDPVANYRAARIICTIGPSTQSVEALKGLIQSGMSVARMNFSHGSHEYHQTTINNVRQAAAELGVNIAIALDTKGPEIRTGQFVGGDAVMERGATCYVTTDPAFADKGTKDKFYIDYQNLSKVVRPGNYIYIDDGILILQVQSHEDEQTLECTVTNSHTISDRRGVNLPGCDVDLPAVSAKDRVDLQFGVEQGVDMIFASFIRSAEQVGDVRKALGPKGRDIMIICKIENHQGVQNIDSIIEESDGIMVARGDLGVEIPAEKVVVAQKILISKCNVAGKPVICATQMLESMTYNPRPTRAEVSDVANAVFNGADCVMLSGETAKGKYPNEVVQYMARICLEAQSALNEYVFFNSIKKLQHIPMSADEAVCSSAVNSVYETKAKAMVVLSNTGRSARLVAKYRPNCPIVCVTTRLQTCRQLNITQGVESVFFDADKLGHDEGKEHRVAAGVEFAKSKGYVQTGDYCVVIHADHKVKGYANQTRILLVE
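In 50 mM imidazole pH 7.2 with 7 mM MgCl2, LmPK (0.1 nM) turned over PEP (0.5 mM) and ADP (0.1 mM) for 1 h at room temperature. Luciferase read-out of ATP.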
Pf growth 96h – Primary qHTS for delayed death inhibitors of the malarial parasite plastid, 96 hour incubation; 6.9% of 320,000 active; AID 504834, 2011; Potency, µM (highest dose often 28.7 µM), inactives show top-dose activity change, negative = inhibition, usual class: inhibitors; P. falciparum luciferase reporter growth, 96 h; also: potency is read from the fitted curve at half-maximal effect; % is scaled to controls: 0 for no effect and ±100 for the full control effect
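Cell-based qHTS: luciferase-tagged P. falciparum in erythrocytes (2% hematocrit, 0.05% parasitemia final) incubated with compounds for 96 hours, 37 C, 5% CO2; luciferase detection reagent then added and luminescence measured.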
TbPYK inhibitor – qHTS of Trypanosoma Brucei Inhibitors | pyruvate kinase (Trypanosoma brucei), Q57TT1 | TbPYK enzyme, Kinase-Glo Plus ATP luminescence, 45 min | Potency, µM (highest dose often 76.8 µM), for inactives: top-dose activity, negative = inhibition, most hits filed as inhibitors | 0.12% of 410,000 active | AID 624173, 2012; also: potency is read from the fitted curve at half-maximal effect; % is scaled to controls: 0 for no effect and ±100 for the full control effect; nearly all actives have a fitted effect of over 50% in size
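In this concentration-response screen, enzyme-free wells defined baseline while DMSO plates tracked drift. Each reaction combined TbPYK, substrate, compound and 130 uM ADP for 45 min at room temperature. Kinase-Glo Plus luminescence gave the signal.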
* = called active by the depositor; i = inactive; u = inconclusive; x = no result given; & = joins results of further samples; [ ] = remark or other dose. Unless noted, calls follow the shape of the dose curve; as a rule, active = well fitted curve in the direction sought with a large enough effect; inconclusive = small, poorly fitted or top-dose-only effect, or another doubt; inactive = no such curve, though single readings can be large; an effect the other way counts as inactive or inconclusive.

Values run as follows: Shiga inhibitor | Pf growth 96h | TbPYK inhibitor | LmPK inh | Pf growth 48h | CHX counter | HCV inhibitor
1) CCOC(=O)C1CCN(C(=O)CCc2c(C)nc3ncnn3c2C)CC1
 : -23.9 | 14.7µM* | 2.7% | 1.6% | x | -5.7 | 15.8%
2) CCOC(=O)N1CCN(S(=O)(=O)c2cccc3cccnc23)CC1
 : -18.7 | -21.5% | 2.8% | 5.7% | 5.8% | -3.3 | -0.3%
3) Cn1c(SCC(=O)c2ccccc2)nnc1-c1ccncc1
 : -4.1 | -5.7% | -1.6% | 7.8% | 18.6% | -2.7 | 4.5%
4) O=C(COc1ccccc1[N+](=O)[O-])N/N=C/c1ccc[nH]1
 : 20.6 | 31.6%[activator] | 3.4% | 5.3% | 27.3% | 9.8 | 2.5%
5) CC1CCCCC12NC(=O)N(CC(=O)NCc1ccc3c(c1)OCO3)C2=O (stereo unspecified)
 : 10.4 | 17.2% | -1.8% | -2.1% | u | 10.8 | 12.1%
6) O=C(CCCCCCC(=O)c1ccccc1)c1ccccc1
 : -13.3 | u | -7.2% | -3.4% | 14.9% | -3.2 | 3.2%
7) Cn1cc(CN2CCC(Oc3ccc(C(=O)N4CCCC4)cc3)CC2)cn1
 : -4.7 | -23.8% | -2.8% | -1.4% | 4.4% | -2.6 | 4.8%
8) CCN1CCCC(OC(=O)Nc2ccccc2)C1 (stereo unspecified)
 : 11.1 | -0.4% | -0.3% | -5.3% | 0.0% | 6.4 | 4.7%
9) CCOc1ccc(/C=C2/Sc3ccc(C(=O)N4CCOCC4)cc3N(C)C2=O)cc1OC
 : -2.1 | 8.7% | -12.2% | 0.7% | 9.28µM* | 8.8 | u
10) Cc1ccc(-n2c(C)cc(/C=N/Nc3ccc([N+](=O)[O-])cn3)c2C)c(C)c1
 : 50.3 | 10.4µM* | 4.3% | -8.5% | u | 20.7 | -26.3%
11) Cc1cc(C)cc(NS(=O)(=O)c2ccc3c(c2)C(C)(C)C(=O)N3C)c1
 : -3.2 | u | 4.5% | -0.9% | -24.3% | -2.1 | -11.3%
12) N#C/C(=C/c1ccco1)C(N)=S
 : 3.0 | u | -0.4% | 6.2% | u | -1.2 | 8.0%
13) CCCCn1c(N)c(N(CC(C)C)C(=O)CCNC(=O)c2ccc(Br)cc2)c(=O)[nH]c1=O
 : x | u | 3.3% | x | -13.5% | x | 7.1%
14) CN1CCn2c1nc(N1CCOCC1)nc2=O
 : -6.4 | x | 1.5% | -7.5% | -14.8% | -1.7 | 1.0%
15) O=C(CNCc1ccc(F)cc1)Nc1ccc(S(=O)(=O)N2CCOCC2)cc1
 : 14.4 | u | -5.2% | -8.2% | -12.1% | -9.0 | -3.9%
16) COc1ccc(/C=C(/NC(=O)/C=C/c2ccccc2)C(=O)N2CCOCC2)cc1
 : -13.0 | 5.4% | -4.4% | -2.1% | -10.4% | -3.7 | 10.2%
17) Cc1c(S(=O)(=O)N(C)C2CCCCC2)c(=O)n(C)c(=O)n1C
 : x | 21.4% | 1.3% | x | 9.0% | x | 7.2%[8.37 µM]
18) COc1cc2c(cc1OC)C(c1ccccc1)N(C(=O)c1ccccc1F)CC2 (stereo unspecified)
 : 2.5 | u | 1.8% | -5.1% | x | -1.5 | -27.2%
19) CCN(c1cccc(C)c1)S(=O)(=O)c1ccc2[nH]c(=O)c(=O)[nH]c2c1
 : 5.3 | u | 2.7% | 0.5% | u | -4.2 | 0.8%
20) O=c1[nH]c(=O)n(Cc2ccccc2)c(O)c1/C=N/NCCO
 : -1.6 | -13.3% | -2.2% | -4.2% | u | -2.7 | 2.5%
21) CC1(C)Cc2nc3sc4c(=O)n(CC(=O)NCc5ccco5)cnc4c3cc2CO1
 : 68.6* | -0.4% | -5.2% | 0.7% | 46.1%[activator] | 25.8* | -2.4%
22) COc1ccccc1NC(=O)CN1CCN(CC(=O)Nc2ccc3c(c2)OCCO3)CC1
 : -4.4 | 22.2% | 6.5% | -10.3% | u | -1.8 | -28.3%
23) O=C(c1ccco1)c1cn(CC(=O)N2CCCCCC2)c2ccccc12
 : 13.1 | -26.7% | -0.7% | 1.4% | u | -2.4 | 13.2%
24) Fc1ccc(Cn2nnc(-c3ccc(Cl)cc3)n2)cc1
 : 55.8* | 1.9% | -10.8% | -3.7% | 55.5%[activator] | 34.5* | -0.7%
25) O=C(O)C1CC(O)CN1S(=O)(=O)c1cccs1 (stereo unspecified)
 : -11.6 | u | -5.2% | 9.9% | x | -1.8 | 16.6%
26) CC(C)[C@H](NC(N)=O)C(=O)NCCc1ccc(Cl)cc1Cl
 : -14.4 | 14.5% | 1.6% | 0.4% | -10.9% | 8.4 | u
27) Cc1[nH]c(C)c2c(=O)n(Cc3ccc(Cl)cc3)ncc12
 : -1.0 | u | -22.7% | 6.8% | 11.7µM* | -0.4 | 9.6%
28) CCn1nc(C)cc1C(=O)N1CCCC(Nc2ccc(F)c(F)c2)C1 (stereo unspecified)
 : 1.3 | 31.6% | -6.7% | -0.7% | -11.4% | -2.7 | -9.4%
29) COc1ccc(C)cc1N(C(=O)c1snc(C(N)=O)c1N)C(C(=O)NC1CCCCC1)c1ccc(C)o1 (stereo unspecified)
 : -8.4 | u | 2.1% | 10.2% | 9.28µM* | -8.0 | u
30) CN(C)CCNc1nc(S(=O)(=O)c2ccccc2)c(Cl)s1
 : -5.6 | -1.8% | -1.2% | 0.0% | 4.9% | -1.8 | u
31) COc1cc(N)ccc1NC(=O)c1cc2ccccc2o1
 : 63.8* | u | -7.5% | -1.8% | 133.0%[activator] | 41.9* | -9.7%
32) Fc1ccccc1/C=N/NC(=S)Nc1ccc(Cl)cc1Cl
 : 10.3 | -33.9% | -7.6% | 1.7% | -2.0% | 13.3 | -11.7%
33) Cc1ccc(N2C(=O)Cc3ccccc3C2=O)cc1
 : -1.4 | 54.8%[activator] | -1.0% | -5.2% | 22.4% | -0.4 | -13.0%
34) Cc1cc(N2CCOCC2)nc2ccc(NC(=S)N3CCN(c4ccccc4)CC3)cc12
 : -6.2 | u | -3.4% | -4.9%[11.5 µM] | u | -7.7 | u
35) Cc1ccc(S(=O)(=O)NC2=NCCC2)cc1
 : -6.2 | -19.0% | -7.4% | -3.1% | 0.2% | -3.6 | 17.4%
36) CCc1c(C#N)c(SCc2c(C)noc2C)nc2c1C(=O)CC(C)(C)C2
 : 0.8 | -21.6% | -4.0% | 2.5% | u | -3.4 | -21.0%
37) COc1ccc(C(=O)NCCS(=O)(=O)N2CCCCCC2)cc1
 : x | 3.7% | -1.2% | x | -1.3% | x | -0.5%[8.37 µM]
38) COc1ccc(CC(=O)NCCS(=O)(=O)N2CCN(c3ccc(F)cc3)CC2)cc1OC
 : -10.5 | -23.2% | 3.1%&0.7% | 1.3% | u | -0.3 | -29.9%
39) CCSc1ccc(-c2ccco2)nn1
 : 84.6* | -9.1% | -11.3% | -17.9% | 96.8%[activator] | 48.1* | 7.8%
40) O=C(NC1CCc2ccccc21)c1cc(COc2cncc(Cl)c2)on1 (stereo unspecified)
 : 66.8* | 6.6% | 2.4% | -10.9% | u | 56.6* | 12.6µM*
41) N#Cc1ccc(COC(=O)CSc2nnc(N)s2)cc1
 : 21.7 | 1.2% | 0.7% | -3.8% | 2.4% | 0.5 | 5.6%
42) Cc1nn(CCCC(=O)Nc2c(F)cc(F)cc2Br)c(C)c1[N+](=O)[O-]
 : 18.1 | 4.3% | -7.2% | 6.2% | 4.3% | -3.6 | 27.7%
43) CCOc1ccc(C(=O)CCN2CCCCC2)cc1
 : -17.9 | 1.4% | -7.3% | -1.9% | 5.6% | 5.9 | 6.1%
44) O=C(CCc1ccccc1)Nc1cccc(NC(=O)CCc2ccccc2)c1
 : -11.6 | u | -0.6% | 11.9% | x | -1.8 | -5.7%
45) COc1ccc(C2/C=C\CN(C(=O)OCC3c4ccccc4-c4ccccc43)CC(=O)N2Cc2cccc(F)c2)cc1 (stereo unspecified)
 : i | x | -0.1% | x | x | 8.2 | 10µM*
46) COc1ccc(CCNC(=O)Cn2cnc3c2c(=O)n(C)c(=O)n3C)cc1OC
 : -28.3 | u | -3.6% | -4.0% | 4.8% | -0.8 | 6.0%
47) CC1CCN(S(=O)(=O)c2ccc(NC(=O)Cc3ccccc3)cc2)CC1
 : -21.7 | u | 5.4% | 11.7% | x | 1.1 | -0.7%
48) CC1CCCCN1C(=O)CSc1nc2cc3c(cc2c(=O)n1Cc1ccc2c(c1)OCO2)OCO3 (stereo unspecified)
 : -5.4 | 4.15µM* | 4.0% | 3.5% | u | -2.4 | u
49) CCCCCC#CCC#CCC#CCC#CCCCC(=O)O
 : -8.2 | -5.2% | x | 1.5% | -0.4% | -2.2 | -12.0%[8.37 µM]
50) O=C(CNc1cccc(Cl)c1)c1ccc(Br)cc1
 : 8.1 | 0.0% | 4.7% | -0.5% | 8.8% | 12.1 | 3.3%
51) CCCn1c(CNC(=O)c2ccccc2)nc2ccccc21
 : 1.9 | 2.94µM* | 0.3% | -1.2% | 1.6% | -2.9 | x
52) O=C(C1CCC1)N1CCc2cc(S(=O)(=O)NCc3ccco3)ccc21
 : 49.1 | -24.1% | -6.6% | 5.8% | -4.3% | 35.0* | 1.2%
53) CN1CCN(c2ccccc2/C=C2/C(=O)Nc3ccccc32)CC1
 : -2.1 | u | -5.0% | 8.1% | -12.9%[0.00184 µM] | -3.2 | -20.0%
54) COc1ccc(C(C)(C)C)cc1NC(=O)CCc1c(C)noc1C
 : x | u | -0.2% | x | -27.8% | x | u
55) COC(Cc1n[nH]c(=S)n1-c1ccc(Cl)cc1)OC
 : -13.8 | 21.0% | u | u | 6.2% | 1.5 | 19.0%
56) C/C(=N\Nc1cccc(Cl)c1)c1ccc(-n2ccnc2)cc1
 : -1.0 | 11.7µM* | 0.8% | 3.8% | u | -5.7 | -25.2%
57) Cc1nnc(SCC(=O)NC(=O)NCc2ccco2)s1
 : -11.8 | u | 1.9% | 7.6% | 56.2%[activator] | 0.6 | -2.1%
58) O=S(=O)(Nc1cc(S(=O)(=O)N2CCOCC2)ccc1N1CCCC1)c1cccs1
 : -3.5 | -28.3% | -10.9% | 6.2% | 13.2% | -2.9 | 14.0%

Nothing new here: an excerpt of the list.
Values run as follows: Shiga inhibitor | Pf growth 96h | TbPYK inhibitor | LmPK inh | Pf growth 48h | CHX counter | HCV inhibitor
56) C/C(=N\Nc1cccc(Cl)c1)c1ccc(-n2ccnc2)cc1
 : -1.0 | 11.7µM* | 0.8% | 3.8% | u | -5.7 | -25.2%
57) Cc1nnc(SCC(=O)NC(=O)NCc2ccco2)s1
 : -11.8 | u | 1.9% | 7.6% | 56.2%[activator] | 0.6 | -2.1%
58) O=S(=O)(Nc1cc(S(=O)(=O)N2CCOCC2)ccc1N1CCCC1)c1cccs1
 : -3.5 | -28.3% | -10.9% | 6.2% | 13.2% | -2.9 | 14.0%

The order is random; overall some 24% were active at least once.
